From PubChem BioAssay
TEAD-YAP inh: TEAD-YAP interaction inhibition; HEK-TIYL cells, TEAD-Gal4/YAP UAS-luciferase luminescence; inhibition, % at 9.12 µM; hit rate 1.4% among 640,000; AID 1259422; in the data active = inhibition above about 32%;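 note: 0% = median of test compound wells and 100% = reference inhibitor wells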
GPR151 activ: human GPR151 activation; Q8TDV0; PathHunter beta-arrestin GPR151 cells, luminescence; activation, % at 11.2 µM; hit rate 1% among 650,000; AID 1508602; in the data active = activation above about 4.9%;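 note: 0% = median of compound wells and 100% = cells with positive control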
Target sequence (Q8TDV0 whole entry, looked up): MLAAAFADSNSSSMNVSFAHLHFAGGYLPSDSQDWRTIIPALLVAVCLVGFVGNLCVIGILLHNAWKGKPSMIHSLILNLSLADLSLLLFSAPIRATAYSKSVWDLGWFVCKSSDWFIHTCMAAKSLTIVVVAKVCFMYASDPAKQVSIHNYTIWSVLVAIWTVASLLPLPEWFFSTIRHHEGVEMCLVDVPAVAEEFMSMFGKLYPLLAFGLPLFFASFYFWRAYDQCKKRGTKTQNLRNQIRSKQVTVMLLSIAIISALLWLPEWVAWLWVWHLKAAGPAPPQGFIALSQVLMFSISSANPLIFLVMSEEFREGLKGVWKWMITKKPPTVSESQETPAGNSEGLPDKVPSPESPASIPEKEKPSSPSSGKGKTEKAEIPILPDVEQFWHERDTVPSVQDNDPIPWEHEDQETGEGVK
FBW7 activator: activators of human E3 ligase FBW7; AlphaScreen FBW7–phospho-cyclin E peptide binding, activator screen; normalized activity (activation), % at 26.1 µM; hit rate 0.13% among 650,000; in the data active = normalized activity above about 1.9%;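 note: purified mutant Fbw7 with reduced substrate affinity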
Target sequence (Q969H0 whole entry, looked up): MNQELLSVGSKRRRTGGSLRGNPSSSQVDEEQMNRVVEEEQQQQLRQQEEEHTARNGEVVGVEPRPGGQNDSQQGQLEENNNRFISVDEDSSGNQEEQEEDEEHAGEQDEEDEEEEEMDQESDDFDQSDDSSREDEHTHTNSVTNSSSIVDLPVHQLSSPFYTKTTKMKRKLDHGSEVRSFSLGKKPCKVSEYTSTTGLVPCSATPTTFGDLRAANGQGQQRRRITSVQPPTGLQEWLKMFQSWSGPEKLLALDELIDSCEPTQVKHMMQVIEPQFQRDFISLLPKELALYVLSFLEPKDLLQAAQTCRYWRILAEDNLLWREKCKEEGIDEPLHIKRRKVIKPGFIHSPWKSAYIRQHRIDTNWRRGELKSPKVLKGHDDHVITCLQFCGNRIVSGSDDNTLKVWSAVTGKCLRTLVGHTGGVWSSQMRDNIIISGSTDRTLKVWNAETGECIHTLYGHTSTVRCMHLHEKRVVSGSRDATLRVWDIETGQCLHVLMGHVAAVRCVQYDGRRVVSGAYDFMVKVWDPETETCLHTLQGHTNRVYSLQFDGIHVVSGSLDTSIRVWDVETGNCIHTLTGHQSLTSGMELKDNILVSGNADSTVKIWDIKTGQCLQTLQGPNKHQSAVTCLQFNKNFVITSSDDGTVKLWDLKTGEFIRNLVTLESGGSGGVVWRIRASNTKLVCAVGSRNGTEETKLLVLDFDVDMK
MITF primary: inhibitors of human MITF. AlphaScreen MITF homodimerization, bead proximity signal. inhibition, % at 2.6 µM. hit rate 0.91% among 650,000. O75030. AID 1259374; in the data active = inhibition above about 50%;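 note: 0% = vehicle wells with protein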
Numbers without * were called inactive. This is a random part of the collection (roughly 3.5% active in at least one column).

Sample of the layout (4 entries):
Structure | TEAD-YAP inh | GPR151 activ | FBW7 activator | MITF primary
CN(C(=O)CN1C(=O)[C@H]2CCCN2C(=O)c2ccccc21)C1CCCCC1 | -10 | 1.9 | 0.0 | 3
CCc1ccc(-n2nnnc2SCC(=O)N2CCc3ccccc32)cc1 | -8 | -0.7 | 0.0 | 27
O=C(N1CCN(c2ccc([N+](=O)[O-])cc2Cl)CC1)C(Cl)(Cl)Cl | -4 | 2.9 | 0.1 | -10
COc1ccc(C(C)NC(=O)CC23CC4CC(CC(C4)C2)C3)cc1 (centres undefined) | 3 | -1.2 | 0.1 | 11

This part in full, from the start:
Structure | TEAD-YAP inh | GPR151 activ | FBW7 activator | MITF primary
CN(C(=O)CN1C(=O)[C@H]2CCCN2C(=O)c2ccccc21)C1CCCCC1 | -10 | 1.9 | 0.0 | 3
CCc1ccc(-n2nnnc2SCC(=O)N2CCc3ccccc32)cc1 | -8 | -0.7 | 0.0 | 27
O=C(N1CCN(c2ccc([N+](=O)[O-])cc2Cl)CC1)C(Cl)(Cl)Cl | -4 | 2.9 | 0.1 | -10
COc1ccc(C(C)NC(=O)CC23CC4CC(CC(C4)C2)C3)cc1 (centres undefined) | 3 | -1.2 | 0.1 | 11
COc1cc(NC(=O)c2cc3ccccc3o2)ccc1NC(=O)c1cc2ccccc2o1 | 0 | -0.4 | 0.0 | -3
Clc1ccc(CNc2ncnc3[nH]ncc23)c(Cl)c1 | 9 | 0.9 | -0.2 | 3
COc1ccc(NC(=O)NCn2ncc3c4ccccc4n(C)c3c2=O)c(OC)c1 | -6 | 0.2 | -0.2 | -7
COc1ccc(/C(N)=N/OC(=O)COc2cc(C)c(Cl)c(C)c2)cc1OC | 5 | -0.2 | 0.0 | -8
O=C(c1nc2sccn2c1CNCCCc1ccccc1)N1CCCC1 | -8 | -0.7 | -0.2 | -10
CC(=O)N1CCC(N(CCCOC(C)C)C(=S)Nc2cc(F)cc(F)c2)CC1 | 8 | -0.8 | 0.4 | 8
COc1ccc(/C=N/NC(=O)c2ccc(NC(=O)c3cccc([N+](=O)[O-])c3)cc2)c(OC)c1 | 2 | 0.5 | 0.5 | -3
N#CCCNc1cc(-c2ccccc2)nc(-c2ccccn2)n1 | 18 | -0.1 | -0.6 | 6
CCn1cc(CN2CCN(Cc3ccccc3C)C(CCO)C2)cn1 (centres undefined) | -11 | -0.6 | -0.1 | 15
O=C1OC2(CCCCC2)OC(=O)C1=CNc1ccccc1Cl | -12 | -1.9 | -0.1 | 29
COc1ccc(C2C(C#N)=C(N)Oc3c2c(O)cc2oc(=O)cc(C)c32)cc1OC (centres undefined) | 0 | 1.0 | 0.2 | 16
CCC(O)C1CCN(C(=O)c2cc(COc3ccc(F)cc3F)on2)CC1 (centres undefined) | -13 | 0.2 | 0.1 | 11
CCCC(C)N(NC(C)=O)c1nc(Cl)nc(NC(C)(C)C)n1 (centres undefined) | 4 | 0.8 | -0.2 | -3
Cc1ccc(S(=O)(=O)c2cnc(=S)[nH]c2N)cc1C | -5 | -1.1 | 0.0 | 6
Cc1ccc(C(=O)Nc2ccc(Cl)c([N+](=O)[O-])c2)cc1 | -52 | 1.6 | -0.1 | -4
O=C(NCc1nc(-c2ccccc2)no1)c1ccc(Br)cc1 | 8 | -0.9 | 0.3 | -2
O=C(NCCOc1ccccc1)C1CCN(c2ccc(NC3CCN(Cc4ccccc4)CC3)nn2)CC1 | 2 | 0.5 | 0.0 | 10
O=C(Nc1ccc(S(=O)(=O)NC2CCCCC2)cc1)c1ccco1 | -6 | 0.8 | 0.3 | 3
CCCC(=O)Nc1ccccc1NC(=O)COc1ccc(C)cc1C | -6 | 1.9 | -0.2 | -4
Cc1cnc(NC(=O)c2c(O)c3c(n(CC(C)C)c2=O)CCCC3)s1 | 0 | -0.5 | 0.1 | 6
COc1ccc(OC)c(C2C(C(=O)OCCc3ccccc3)=C(C)NC3=C2C(=O)CCC3)c1 (centres undefined) | 9 | -1.7 | 0.5 | 10
COc1ccc(C(=O)/C=C/Nc2cc(OC)ccc2OC)cc1 | -39 | 1.9 | -0.1 | 1
O=C(NCc1ccc(-c2cn[nH]c2)cc1)C1COc2ccccc2O1 (centres undefined) | -16 | -0.4 | 0.0 | -2
CCC(C)(C)NS(=O)(=O)c1cc2[nH]c(=O)c(=O)[nH]c2cc1C | -1 | -0.6 | -0.1 | 6
COc1ccc(N2C(=O)CC(NC3CCCCCC3)C2=O)cc1 (centres undefined) | 0 | 0.5 | 0.0 | 7
CCCNC(=O)C(=O)NCC1OCCCN1S(=O)(=O)c1ccc(C)cc1 (centres undefined) | -7 | -0.1 | 0.0 | -9
O=C(c1ccc(S(=O)(=O)N2CCCc3ccccc32)cc1)N1CCN(c2ccccc2)CC1 | -14 | 0.3 | -0.1 | 8
COC(=O)c1ccc(COC(=O)c2cc(OC)cc(OC)c2)cc1 | -25 | -1.0 | 0.1 | -6
CC(OC(=O)CN1C(=O)C2CCCCC2C1=O)C(=O)Nc1ccc(N2CCOCC2)cc1 (centres undefined) | 0 | 0.6 | 0.1 | 18
COc1cc(OC)c(OC)cc1/C=C1\C(=O)NC(=O)N(c2ccccc2C)C1=O | 13 | 1.5 | 0.0 | 13
Cc1ccc2c(c1)cc(CN(Cc1ccccc1)C(=O)NCc1ccccc1)c1nnnn12 | 9 | -1.6 | 0.3 | 8
COc1cc(-c2c3cc(O)c(=O)cc-3oc3cc(O)c(O)cc23)ccc1C | 3 | -0.6 | -0.3 | 106*
CC(=O)N/N=C(\C)c1cccc(C(F)(F)F)c1 | -2 | -0.6 | 0.0 | -8
CCOC(=O)c1c(-c2ccc(Cl)cc2)csc1NC(=O)C1CC=CCC1C(=O)O (centres undefined) | 4 | -1.0 | -0.1 | -13
COCCn1c(N)c(C(=O)OC)c2nc3ccccc3nc21 | -4 | 0.1 | 0.4 | 6
CCCOCC1CC2(CC(C)(c3csc(Nc4ccccc4)n3)OC2=O)C(=O)O1 (centres undefined) | -12 | -0.4 | -0.2 | 4
O=C(CN1CCN(C2CCCCC2)CC1)c1ccc2c(c1)CCN2 | 16 | 0.6 | 0.1 | 3
O=C(NNC(=O)c1cc([N+](=O)[O-])cc([N+](=O)[O-])c1Br)Nc1ccccc1 | -8 | -0.6 | 0.2 | 12
COC(=O)c1ccc(NC(=O)c2cc3ccccc3oc2=O)cc1 | -2 | 1.1 | -0.1 | -11
CCn1c(SCC(=O)Nc2cc(C)[nH]n2)nc2ccsc2c1=O | 5 | -0.7 | 0.6 | 7
Cc1ccccc1NC(=O)COc1ccccc1C(C)C | 0 | 2.4 | 0.0 | -5
COC(=O)C1=C(N)Oc2cc(C)n(Cc3ccccn3)c(=O)c2C1c1cccnc1 (centres undefined) | 6 | -0.8 | 0.5 | 19
O=C1CCCN2N=C(SCC(=O)N3CCOCC3)SC2=N1 | 2 | 1.0 | 0.0 | 7
CSc1ncnc2c1c(-c1ccccc1)cn2-c1cccc(F)c1 | -8 | 1.1 | 0.1 | 6
COc1ccc([N+](=O)[O-])cc1NC(=O)C(C)N(c1cc(C)cc(C)c1)S(C)(=O)=O (centres undefined) | -1 | -1.4 | 0.3 | 20
O=c1ccc(Cl)nn1-c1ccccc1 | -1 | -0.4 | -0.2 | 0
CCCCOc1cccc(C(=O)Nc2ccc(N3CCOCC3)c(Cl)c2)c1 | -22 | -0.9 | -0.1 | 4
COc1ccc(C(=O)O/N=C2\C(=O)N(C)c3ccccc32)cc1 | -9 | -1.0 | -0.1 | -2
COC(=O)c1ccc(NC(=O)CSc2nc(=O)cc(N)n2-c2cccc(C)c2)cc1 | -5 | -0.2 | -0.2 | -1
CCOc1ccc2nc(SCC(=O)NC3CCCCC3)sc2c1 | 12 | -0.1 | -0.1 | 6
O=C(O)CCC(=O)Nc1ccc(N2CCOCC2)cc1 | -6 | -2.7 | -0.1 | -3
C[C@@H](OCc1ccccc1)[C@@H]1NC(=O)[C@H]2CN(C(=O)c3ccc(C(F)(F)F)cc3)CCN2C1=O | -17 | -0.8 | 0.0 | -1
CCOc1ccccc1CN1CCN(Cc2cccc(OC)c2OC)CC1CCO (centres undefined) | 3 | -0.7 | -0.2 | -2
Cn1c(=O)c2c(ncn2CC(=O)Nc2cccc(Br)c2)n(C)c1=O | 3 | -0.8 | 0.0 | 15
COc1ccc(OCC2c3cc(OC)c(OC)cc3CCN2C(=O)c2ccc(Cl)cc2)cc1 (centres undefined) | -8 | 0.8 | 0.0 | 8
O=C(NC(=S)Nc1ccc(Br)cn1)C1CCCC1 | -27 | 0.4 | -0.1 | -11

Overlap with the part before: 2 compounds; new compounds follow.
Structure | TEAD-YAP inh | GPR151 activ | FBW7 activator | MITF primary
COc1ccc(OCC2c3cc(OC)c(OC)cc3CCN2C(=O)c2ccc(Cl)cc2)cc1 (centres undefined) | -8 | 0.8 | 0.0 | 8
O=C(NC(=S)Nc1ccc(Br)cn1)C1CCCC1 | -27 | 0.4 | -0.1 | -11
COc1cc(/C=N/n2nnnc2N)cc(OC)c1OC | -3 | -0.3 | 0.1 | 5
COC(CNc1ncnc2c1c(-c1ccccc1)cn2-c1cccc(C(F)(F)F)c1)OC | -15 | -1.1 | 0.9 | 5
Cc1ccc(Cn2c(C)c(CNCc3ccc(Cl)cc3)c(C(=O)O)c2C)cc1 | 10 | -0.4 | -0.1 | 4
COc1ccc(CCNC(=O)c2cccc(N3CCc4ccccc4C3)c2)cc1 | -2 | -1.0 | -0.2 | 7
COc1ccc(NC(=O)C2=C(C)NC(=O)NC2c2ccc(O)c(OC)c2)cc1 (centres undefined) | -4 | 1.5 | 0.8 | 10
Cc1ccc2cc(C#N)c(N3CCCN(S(=O)(=O)c4ccccc4F)CC3)nc2c1 | 5 | 0.2 | 0.2 | 2
COc1ccc(-c2cnc3ccc(NCCCO)nn23)cc1 | 29 | -0.3 | -0.6 | -9
C=CC[n+]1c(C)csc1Nc1ccc(C(=O)O)cc1 | -6 | -1.2 | 0.0 | -1
O=C(Nc1ccnn1C1CCN(C/C=C/c2ccccc2)CC1)C1CC1 | 7 | 0.4 | -0.2 | 1
O=C(O)CC(NS(=O)(=O)c1cc(Cl)sc1Cl)c1ccc(F)cc1 (centres undefined) | 6 | -1.0 | 0.1 | 14
NC(=O)CSc1cn(Cc2ccc(Cl)cc2)c2ccccc12 | 22 | 1.5 | 0.2 | 19
CCOC(=O)c1c(NC(=O)c2ccccc2)sc(C(=O)Nc2ccccc2)c1C | 1 | 0.1 | 0.0 | 11
Cc1sc2nc(-c3ccccc3Cl)[nH]c(=O)c2c1C | -66 | 1.6 | 0.0 | -6
Cc1ccc(Nc2nnc(SCC(=O)Nc3ccc(C(N)=O)cc3)s2)c(C)c1 | -16 | 1.7 | 0.1 | -3
O=C(COc1ccc2ccccc2c1)NNC(=O)c1cc2ccccc2oc1=O | 10 | -1.7 | 0.0 | 3
NC(=O)c1ccccc1OS(=O)(=O)c1ccccc1C(F)(F)F | -3 | -1.3 | 0.0 | -3
CN(C)S(=O)(=O)c1ccc(Cl)c(C(=O)Oc2ccc3c(c2)OCO3)c1 | 1 | -0.4 | -0.2 | -1
Cc1cc(SCC(=O)N2CCC(C)CC2)nc(=O)[nH]1 | 0 | 0.5 | -0.1 | -10
Cc1noc(C)c1S(=O)(=O)N1CCCC(C(=O)Nc2ccc(F)cc2F)C1 (centres undefined) | 14 | 1.0 | -0.1 | 4
CCCCN(CC)CCNC(=O)c1nn(-c2ccc(OC)cc2OC)c(=O)c2ccccc12 | 4 | -0.1 | -0.1 | -2
COc1ccc(-c2nc3n(n2)C(=O)CC(c2ccco2)S3)cc1 (centres undefined) | 6 | 0.3 | 0.6 | 6
CC(=O)N1CCc2cc(Br)cc(S(=O)(=O)N3CCN(Cc4ccc5c(c4)OCO5)CC3)c21 | -7 | 0.1 | -0.1 | -7
O=C1C2C3C=CC(C3)C2C(=O)N1c1n[nH]c(-c2cccnc2)n1 (centres undefined) | -7 | -0.8 | 0.7 | -3
COc1cc(/C=N/NC(=O)c2ccccc2C)ccc1OC(C)=O | -9 | 2.3 | -0.1 | -6
Cc1cc(C)cc(Nc2ncc(F)c(Nc3cc(C)cc(C)c3)n2)c1 | 29 | 0.1 | 0.3 | 6
CC1=C(C(=O)OCc2ccccc2)C(c2ccc(-c3ccc(Cl)cc3)o2)C(C(=O)OCc2ccccc2)=C(C)N1 | -17 | -0.1 | 0.0 | 9
CCOC(=O)c1c(NC(=O)CN2CCN(CC)CC2)sc2c1CCC2 | -2 | 1.7 | -0.1 | 80*
N#CC1=C(SCc2ccccc2)SC(CO)NC1=O (centres undefined) | 11 | 0.8 | -0.1 | -4
Cc1cccc(-c2nc(CSCC(=O)NCCN3CCCCCC3)c(C)o2)c1 | 2 | -0.9 | -0.1 | -39
COc1ccc(-c2nnc3ccc(SCC(=O)Nc4ccccc4)nn23)cc1OC | -7 | 1.4 | 0.0 | 4
CC(C(=O)OCC(=O)Nc1sccc1C#N)N1C(=O)c2ccccc2C1=O (centres undefined) | 4 | -1.0 | 0.2 | 3
CC1CC(C)CN(CCCNC(=O)CCC(=O)N2CCSc3ccccc32)C1 (centres undefined) | -8 | 2.9 | 0.1 | -4
CCOC(=O)C(CC)Oc1ccc2c(c1)oc(=O)c1ccccc12 (centres undefined) | -26 | -1.0 | -0.1 | -4
C=CCn1c(SCC(=O)N2CCOCC2)nc2sc(-c3ccccc3)cc2c1=O | -7 | -0.2 | -0.1 | -5
O=C(CCc1ccccc1)Nc1nnc(-c2ccco2)s1 | -4 | 2.4 | 0.1 | 3
Cc1ccc(OCCN2CCNCC2)c(I)c1 | 4 | 1.1 | -0.3 | 47
O=C(Nc1ccc(I)cc1)c1ccc(Cl)c([N+](=O)[O-])c1 | 9 | -0.1 | 0.0 | 1
CCOc1ccc2ccc(OCC)c(/C=C3/NC(=O)NC3=O)c2c1 | -1 | -0.5 | 0.1 | 4
Cc1cccc(Cl)c1OCCn1ccnc1 | 7 | 4.9 | 0.2 | 16
NS(=O)(=O)c1ccc(N=Cc2c(O)ccc3ccccc23)cc1 | 12 | -0.3 | 0.0 | -2
